Screens (PubChem)
Tau fluor counter = counter-screen for tau fibril formation inhibitors. 0.93% of 280,000 active. tau K18 P301L Alexa594 fluorescence, heparin fibrillization. Potency, µM (doses to about 57.7 µM), for the others: top-dose activity change, negative = decrease; also: % is scaled to controls: 0 for no effect and ±100 for the full control effect; nearly all actives have a fitted effect of over 55% in size
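Human K18 P301L tau (15 uM unlabeled plus 0.24 uM Alexa 594-labeled, final) in 100 mM sodium acetate pH 7 was mixed with compound and 20 uM heparin and incubated 6 hr at 37 C.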
GAA glycogen = GAA glycogen-cleavage inhibition or activation | recombinant GAA, glycogen substrate, Amplex Red glucose oxidase fluorescence | Potency, µM (top dose mostly 76.4 µM), for inactives: top-dose activity change, negative = inhibition, actives largely listed as inhibitors | 0.38% of 300,000 active;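 also: 0% = full enzyme reaction and -100% = no-enzyme basal signal; the screen sought inhibitors and activators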
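Recombinant human alpha-glucosidase (4 nM final) hydrolysed bovine liver glycogen (30 ug) for 40 min at 37 C in pH 5.0 citrate/phosphate with 0.01% Tween-20. Released glucose detected by glucose oxidase/Amplex Red, Ex 573/Em 610 nm. Compounds up to 77 uM; AC50 from Hill fits.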
Tau fibril FP = blocks human tau fibril formation measured by polarization | P10636 | K18 P301L tau heparin fibrillization, Alexa594 FP, 6 h | Potency, µM (doses to about 57.7 µM), inactives show top-dose activity, negative = inhibition, most hits filed as inhibitors | 0.39% of 280,000 active; also: % is scaled to controls: 0 for no effect and ±100 for the full control effect; nearly all actives have a fitted effect of over 55% in size
Target sequence (P10636 561-689 P618L limits assumed): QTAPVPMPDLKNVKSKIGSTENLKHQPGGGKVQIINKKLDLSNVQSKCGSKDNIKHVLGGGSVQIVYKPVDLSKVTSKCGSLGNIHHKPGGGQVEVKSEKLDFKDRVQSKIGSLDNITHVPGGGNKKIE
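K18 P301L tau (15 uM unlabeled/0.24 uM Alexa 594-labeled, final) + compound + heparin 20 uM final; 100 mM NaOAc pH 7; 6 hr 37 C; ThT 30 uM final added, 1 hr RT; FP ex 555/em 632 nm.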
GLA spleen mod = inhibits or activates alpha-galactosidase in human spleen homogenate; P06280; 0.008% of 240,000 active; Potency, µM (series often up to 80 µM), for the others: at the highest dose activity change, negative = inhibition, usual class: inhibitors; AID 2107; human spleen homogenate, 4MU-alpha-Gal fluorescence, 40 min;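 also: 0% = enzyme with vehicle and -100% = no enzyme basal signal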
Target sequence (P06280 32-429 limits assumed): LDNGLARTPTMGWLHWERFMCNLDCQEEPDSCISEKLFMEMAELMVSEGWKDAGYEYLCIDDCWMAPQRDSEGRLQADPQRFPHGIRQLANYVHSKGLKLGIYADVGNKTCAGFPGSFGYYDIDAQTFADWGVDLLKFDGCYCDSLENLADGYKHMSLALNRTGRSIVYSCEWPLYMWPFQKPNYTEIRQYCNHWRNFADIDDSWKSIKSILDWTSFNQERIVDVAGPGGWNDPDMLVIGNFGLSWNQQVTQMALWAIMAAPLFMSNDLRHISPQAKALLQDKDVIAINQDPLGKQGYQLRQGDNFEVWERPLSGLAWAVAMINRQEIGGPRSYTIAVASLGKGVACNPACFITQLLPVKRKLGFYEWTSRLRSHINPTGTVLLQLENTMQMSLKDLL
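Fluorogenic readout (Ex 365/Em 440 nm) of 4-methylumbelliferone released from 1 mM 4-MU-alpha-galactoside by spleen homogenate, 40 min at 37C, pH 5.0. Data normalized to no-enzyme and enzyme controls; Hill-equation AC50 from compound titrations.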
Tau fibril ThT = blocks human tau fibril formation measured by thioflavin T | P10636 | recombinant tau K18 P301L, heparin-induced fibrillization, ThT fluorescence | Potency, µM (highest dose often 57.4 µM), for inactives: at the top dose activity, negative = inhibition, usual class: inhibitors | 2.1% of 270,000 active | AID 1460; also: % is scaled to controls: 0 for no effect and ±100 for the full control effect; nearly all actives have a fitted effect of over 55% in size
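ThT emission at 510 nm, taken 1 hr after adding 30 uM dye, quantifies aggregates formed when 20 uM heparin acts on human tau K18 P301L for 6 hr at 37 C.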
GAA spleen mod = inhibitors or activators of human alpha-glucosidase in spleen homogenate. P10253. human spleen homogenate, 4-MU-alpha-glucoside fluorescence. Potency, µM (doses to about 79.9 µM), for the others: at the top dose activity change, negative = inhibition, hits mostly inhibitors. 0.006% of 240,000 active. AID 2112;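 also: 0% = enzyme with vehicle and -100% = no enzyme basal signal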
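Compounds were titrated against alpha-glucosidase in spleen homogenate at pH 5.0, with 1 mM 4-methylumbelliferyl substrate for 40 min at 37 C. Reactions were quenched with pH 10 NaOH/glycine and fluorescence measured.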
GAA inh = alpha-glucosidase (human) inhibition; 0.005% of 200,000 active; Potency, µM (highest dose often 76.9 µM), for inactives: at the top dose activity change, negative = inhibition, hits mostly inhibitors; P10253; purified human GAA, 4-MU-alpha-glucoside fluorescence;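 also: plate controls were uninhibited enzyme wells for no effect and no-enzyme background for full effect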
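Activity normalized between no-enzyme (basal) and enzyme-only wells. Conditions: 4 nM human enzyme, 400 uM fluorogenic substrate, citrate/phosphate pH 5.0 with Tween-20, 20 min room temperature, compounds up to 77 uM.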
HTT ATP protect = Huntington cell model cytoprotection by ATP luminescence | PC12 HTT-Q103 induced, cytoprotection, ATP luminescence, 40 h | AID 1471 | Potency, µM (series often up to 56.4 µM), without a hit: cytoprotection (ATP increase), most hits filed as activators | 0.14% of 230,000 active;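 also: % of control where 0% means no effect; nearly all actives have a fitted effect of over 45% in size; toxic huntingtin expression switched on by the ecdysone agonist tebufenozide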
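Compounds were screened for protection of PC12 cells against cell death after tebufenozide induction (100 nM final) of mutant Huntingtin exon 1 (Q103) fused to GFP.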
* = called active by the depositor; ? = inconclusive; . = not tested or not shown; [ ] = dose if it differs, or a comment. Calls follow the shape of the dose curve; as a rule, active = well fitted curve in the direction sought with a large enough effect; inconclusive = small, poorly fitted or top-dose-only effect, or another doubt; inactive = no such curve, though single readings can be large; an effect the other way counts as inactive or inconclusive. Potency is read from the fitted curve at half-maximal effect.

compound,Tau fluor counter,GAA glycogen,HTT ATP protect,Tau fibril ThT,GAA spleen mod,GLA spleen mod,Tau fibril FP,GAA inh
C/C(CC(=O)Nc1ccccn1)=N\NC(=O)c1ccccc1,5.0%,-10.3%,4.8%[1.9 µM],1.7%,2.1%,8.5%,-4.2%,7.0%
CC(Oc1ccccc1F)C(=O)N1CCC(c2nc3ccccc3o2)CC1 (stereo unspecified),-8.1%,0.1%[76.3 µM],.,-5.7%,.,.,5.3%,.
CCC(=O)NC(=S)Nc1ccc(NC(=O)c2ccccc2[N+](=O)[O-])cc1,-10.0%,3.7%,43.2%[10 µM],-13.8%,-2.4%,-3.3%,5.2%,2.8%
COc1cc(S(=O)(=O)Nc2ccccc2)ccc1NC=O,-3.0%,3.6%,4.9%,-8.7%,3.3%,-1.6%,6.6%,-6.1%
CS(=O)(=O)c1ncc(Cl)c(C(=O)Nc2ccc3ccccc3c2)n1,5.7%,-6.7%,-209.1%[inhibitor],?,9.8%,-0.3%,-10.0%,5.9%
CCOC(=O)c1cccc(N2C(=O)Nc3ccccc3N2O)c1,6.1%,14.7%,28.7%[10 µM],1.4%,-6.1%,17.2%,5.9%,-0.4%
Cc1cccc(N2CCN(C(=S)c3ccc([N+](=O)[O-])cc3)CC2)c1,3.7%,8.8%,11.3%[10 µM],10.5%,0.4%,-5.3%,-3.0%,?
O=C(Oc1ccnc2cc(Cl)ccc12)N1CCCCCC1,-15.7%,-11.1%,15.8%,?,-12.5%,?,-6.4%,-3.4%
Cc1ccc(-c2csc(NC(=O)CCNC(=O)c3ccco3)n2)cc1,-14.9%,0.1%,-19.2%,-9.6%,-5.4%,-7.7%,0.2%,2.6%
Cc1ccc(C)c2[nH]c(=O)c(CCNC(=O)Cc3cccs3)cc12,-2.7%,-1.9%,.,-0.4%,0.7%,-2.2%,2.2%,1.3%
COc1ccc2[nH]c3c(=O)n(Cc4ccc(C(=O)N5CCC(C(N)=O)CC5)cc4)c(=S)[nH]c3c2c1,-25.4%,-25.7%,-6.6%[10 µM],?,4.6%,8.8%,-4.4%,5.1%
COC(=O)c1ccc(NC(=S)N2CCN(C)CC2)cc1,1.3%,6.9%,-15.6%,-5.9%,.,-5.8%,-2.5%,-0.8%
COc1ccccc1Nc1nc(NCCO)nc(N)c1[N+](=O)[O-],-17.6%,0.7%,15.0%[10 µM],.,-2.3%,-0.6%,9.6%,.
Cc1ccc(S(=O)(=O)N2CCN(C(=O)CN3C(=O)NC4(CCOc5ccccc54)C3=O)CC2)cc1 (stereo unspecified),-8.3%,-13.1%,1.8%,-8.5%,-9.5%,-0.7%,5.6%,-12.3%
Cc1nc(-n2nc(C)c(Cc3ccc4c(c3)OCO4)c2C)sc1C(=O)Nc1ccc(Cl)cc1,-24.0%,14.4%[76.3 µM],.,1.3%,.,.,-16.9%,.
O=c1[nH]c(CSc2ccccc2)nc2c1oc1ccccc12,-17.8%,4.3%,-4.6%[10 µM],-14.5%,-2.3%,-6.6%,-8.7%,.
CN(CC(=O)Nc1ccc(N2CCOCC2)cc1)CC(=O)Nc1ccc(C(F)(F)F)cc1,?,-3.1%,24.2%[10 µM],?,-13.9%,1.4%,?,0.7%
O=C(Cn1c(=O)oc2ccccc21)Nc1nc(-c2ccccc2)cs1,-12.0%,-1.9%,5.0%[10 µM],3.4%,-15.8%,-9.0%,-14.6%,1.9%
CCOc1ccc(-c2nnc(SCC(=O)NCc3ccccc3Cl)o2)cc1,-5.6%,14.4%[76.3 µM],.,-0.8%,.,.,4.1%,.
CCOC(=O)c1c(C)c(-c2ccccc2)n(CC(=O)NCCc2ccc(C)cc2)c1C,-0.3%,-12.4%[76.3 µM],.,0.3%,.,.,3.7%,.
CCc1nnc(NC(=O)C2CCN(c3nccc(C)n3)CC2)s1,-3.6%,0.2%,22.1%,-1.7%,-19.0%,-12.3%,-0.3%,-13.0%
CCN(C(=O)CN1CCN(c2ccccc2OC)CC1)c1c(N)n(Cc2ccccc2)c(=O)[nH]c1=O,6.9%,4.9%,-5.3%[10 µM],3.3%,-1.8%,4.4%,9.1%,-6.7%
Cc1cc(C)c2c(c1)c(C)cc1nnc(SCC(=O)c3ccccc3)n12,-8.7%,-2.6%[76.3 µM],.,-8.5%,.,.,0.0%,.
Cc1ccc(-c2noc(/C=C/c3ccccc3)n2)cc1,-14.5%,2.6%,8.1%,?,-2.7%,5.3%,-2.0%,2.2%
CCOC(=O)CCCNC(=O)COC(=O)c1cccc(C)c1O,4.1%,6.2%,-12.0%,-2.2%,-8.2%,-13.8%,10.7%,1.0%

Additional records
compound,Tau fluor counter,GAA glycogen,HTT ATP protect,Tau fibril ThT,GAA spleen mod,GLA spleen mod,Tau fibril FP,GAA inh
COc1ccc(-n2nc3ccc(NC(=O)c4ccc(-c5cc(Cl)ccc5Cl)o4)cc3n2)cc1,?,-10.0%[76.3 µM],.,?,.,.,?,.
O=C1CCC(C(=O)OCC(=O)N2N=C3/C(=C/c4ccccc4)CCCC3C2c2ccccc2)N1 (stereo unspecified),-6.8%,2.2%,-5.5%,?,-4.0%,4.8%,5.8%,-19.0%
Cc1ccc(NC(=O)NC2CCCCC2)cc1S(=O)(=O)N1CCOCC1,-1.1%,-13.1%,-45.3%[inhibitor],11.6%,6.7%,4.3%,-5.9%,-1.0%
Cc1cccc(C(=O)Nc2sc3c(c2C(=O)NC(C)C)CCCC3)c1,-11.8%,13.6%[76.3 µM],.,-15.2%,.,.,-7.3%,.
C/C(=N\NC(=O)c1ccccc1)c1nc2ccccc2n1C,-6.0%,6.0%,.,-10.5%,-15.6%,-4.3%,3.2%,-4.2%
CCOC(=O)c1c(C)oc2c1c(C(c1cccnc1)N1CCCCC1)c(O)c1ccccc12 (stereo unspecified),?,?,4.2%,?,5.1%,3.0%,5.5%,-0.9%
Cn1c(=O)[nH]c(=O)c2c1nc(Br)n2CC(O)COc1ccc(Cl)cc1 (stereo unspecified),-3.4%,-4.0%,-35.4%,0.2%,-0.6%,5.3%,-15.7%,5.6%
Cc1cc(C)n(CCN(C)C(=O)CCc2nnc(-c3ccc4c(c3)OCO4)o2)n1,2.9%,-2.2%,8.8%[10 µM],-4.2%,1.4%,4.4%,4.2%,8.4%
CN(CC(=O)Nc1ccc(Cl)cc1)CC(=O)Nc1ccc(C(N)=O)cc1,-17.9%,-13.6%,-38.6%[inhibitor],-8.7%,-6.1%,2.7%,-9.4%,11.8%
CCn1cc2nc(SCC(=O)Nc3ccccc3C(F)(F)F)n(Cc3ccc(C)cc3)c(=O)c2n1,-16.4%,-0.6%[76.3 µM],.,-14.9%,.,.,3.9%,.
Cc1cc(C)c(NC(=O)CSc2nc3ccc(N4C(=O)c5ccccc5C4=O)cc3s2)c(C)c1,-3.5%,3.5%,-5.9%,-3.5%,1.2%,1.4%,-5.8%,4.9%
Cn1c(SCC(=O)NC2CCCCC2)nnc1-c1ccc(N)cc1,-2.5%,-0.4%,-1.7%[10 µM],-7.5%,5.2%,6.4%,8.2%,-6.6%
COc1cc(C(=O)Oc2cccc(C=O)c2)cc(OC)c1OC,-4.9%,-9.1%,-9.7%,-15.8%,-3.9%,-1.3%,1.7%,-1.8%
COC(=O)c1ccccc1NC(=O)CN(Cc1ccc(Cl)cc1)S(C)(=O)=O,-26.4%,-12.4%,-8.5%,-12.2%,-8.6%,8.8%,-1.7%,-3.9%
CCC(CC)C(=O)Nc1cc(Cl)ccc1C,-4.4%,14.1%,.,-1.3%,-1.5%,-6.3%,-2.4%,-2.3%
Cc1ccc(S(=O)(=O)n2ccnc2)cc1C,5.5%,-6.2%,0.3%,-8.4%,9.2%,4.6%,1.9%,-1.6%
O=C(OCCN1CCOCC1)c1ccc2c(c1)OCCO2,-4.9%,6.5%,?,-4.7%,1.3%,3.0%,-9.7%,10.2%
Cc1cccc(OC(C)C(=O)NCc2ccc(S(N)(=O)=O)cc2)c1 (stereo unspecified),4.7%,1.8%,11.1%[10 µM],-3.1%,0.0%,-10.4%,-0.9%,3.4%
Cc1ccc(NC(=O)CSc2ccc(C(N)=O)cc2[N+](=O)[O-])cc1C,-17.3%,8.6%,-10.7%,-14.3%,-13.0%,-7.1%,-13.9%,3.4%
CCOc1cccc(-c2nn3c(-c4ccccn4)nnc3s2)c1,-5.9%,9.4%,-22.6%,?,-12.8%,-24.4%,-9.7%,1.2%
Cc1cccc(OCC(=O)OC2CCN(C)CC2)c1,4.5%,5.4%,24.0%[10 µM],3.8%,3.0%,3.6%,1.4%,6.0%
O=C(CN(c1ccc(F)cc1)S(=O)(=O)c1ccc2c(c1)OCCO2)N1CCOCC1,-0.2%,4.7%,31.2%[10 µM],-6.5%,-8.1%,-0.2%,7.5%,-0.8%
COc1ccc(NC(NC(=O)c2cccnc2)C(Cl)(Cl)Cl)cc1 (stereo unspecified),-12.6%,-5.7%,-1.0%[10 µM],-6.8%,-1.5%,0.3%,-1.6%,-6.2%
Cc1nc(C)c(C(=O)N/N=C/c2ccco2)s1,2.1%,-5.7%,-0.1%,-2.2%,-0.5%,4.4%,6.7%,3.5%
COc1ccc(C(C)=O)cc1COC(=O)c1ccc(S(=O)(=O)N2CCOCC2)cc1,-9.3%,-6.5%,7.3%[10 µM],-9.6%,1.3%,5.3%,6.5%,-11.3%

Three entries out of the list, ordered by number of heavy atoms, low to high:
compound,Tau fluor counter,GAA glycogen,HTT ATP protect,Tau fibril ThT,GAA spleen mod,GLA spleen mod,Tau fibril FP,GAA inh
Cc1nc(C)c(C(=O)N/N=C/c2ccco2)s1,2.1%,-5.7%,-0.1%,-2.2%,-0.5%,4.4%,6.7%,3.5%
O=C(OCCN1CCOCC1)c1ccc2c(c1)OCCO2,-4.9%,6.5%,?,-4.7%,1.3%,3.0%,-9.7%,10.2%
Cc1ccc(NC(=O)NC2CCCCC2)cc1S(=O)(=O)N1CCOCC1,-1.1%,-13.1%,-45.3%[inhibitor],11.6%,6.7%,4.3%,-5.9%,-1.0%
